OXTR potentiator: human OXTR potentiators, primary screen, fluorescence, CHO-OTR cells, Fluo-8 calcium; Fluo-8 calcium fluorescence, potentiator mode; 0% = oxytocin EC15, 100% = EC100; activation, % at 3 µM; 320,000 compounds, 0.061% hits; AID 2445, 2010;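 active = activation above that plate's cutoff, the mean activation of tested compounds plus 3 SD, cut at about 6.6% in these data, passing the limit was not always enough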;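 also: 100% uses oxytocin at 75 nM as the full agonist control; some results filed as inactive read as strong as hits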
Target sequence (P30559 whole entry, looked up): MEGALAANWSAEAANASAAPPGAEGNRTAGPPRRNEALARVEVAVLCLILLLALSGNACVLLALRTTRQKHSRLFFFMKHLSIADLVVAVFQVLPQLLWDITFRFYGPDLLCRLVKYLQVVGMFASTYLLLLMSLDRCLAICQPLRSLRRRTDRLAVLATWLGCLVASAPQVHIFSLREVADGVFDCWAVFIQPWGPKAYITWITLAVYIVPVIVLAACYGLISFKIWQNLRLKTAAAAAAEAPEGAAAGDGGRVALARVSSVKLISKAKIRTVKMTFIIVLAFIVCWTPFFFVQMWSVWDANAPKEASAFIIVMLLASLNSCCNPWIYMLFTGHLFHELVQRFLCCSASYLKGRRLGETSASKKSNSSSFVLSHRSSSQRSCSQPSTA
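System: human OTR in CHO cells; Also added: sub-maximal oxytocin, roughly EC15; Timing: compound 6 min at room temperature before oxytocin, 100 s read; Technique: Fluo-8 intracellular calcium fluorescence, ex 470-495, em 515-575 nm; Controls: oxytocin EC15 low and EC100 high; Replication: singlicate.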
TAAR1 antag: human TAAR1 antagonists, primary screen, Fluo-8 calcium fluorescence, CHO RD-HGA16 cells | antagonist | Trace amine-associated receptor 1 (Homo sapiens), Q96RJ0 | inhibition, % at 3 µM | 360,000 compounds, 1.5% hits;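 active = inhibition above a per-plate cutoff, the mean inhibition of test compounds on that plate plus 3 SD, cut at about 49% in these data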;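 also: 0% = DMSO plus EC80 beta-PEA response and 100% = DMSO alone without agonist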
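Test system: CHO RD-HGA16 cells bearing hTAAR1 | Reagent: β-PEA, EC80 | Compound dosing: 3 µM, single point | Schedule: Dye loading 75 min at 37 °C, then 30 min room temperature | Signal: Calcium fluorescence with Fluo-8 | Evaluation: Percent inhibition of PEA-evoked calcium signal, max/basal emission ratio | Control set: DMSO-only wells and EC80 β-PEA-stimulated wells | Repeats: Singlicate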
M1 PAM parental: nonselective calcium activators in parental CHO-K1 cells, primary screen, counter-screen for M1 PAM project, cell-based, Fluo-8 calcium fluorescence, full deck, 1536-well; activation, % at 3 µM; ATP EC20; 0% at ATP EC20, 100% at ATP max; 360,000 compounds, 0.02% hits;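 active = activation above the run cutoff, the mean activation of all test compounds plus 3 SD, cut at about 40% in these data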;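 also: peak over basal fluorescence ratio in a 140 s read after ATP addition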
CHO-K1 Ca ag: counter-screen for M1 agonists: effect in parental CHO-K1 cells; Fluo-8 calcium fluorescence; scaled to maximal ATP response, vehicle zero; activation, % at 3 µM; 360,000 compounds, 0.48% hits; in the data active = activation above about 15%;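 also: untransfected CHO-K1 host cells lacking M1 receptor as counterscreen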
CHO parental Ca: ATP-evoked calcium signal inhibitors, parental CHO, primary screen, counter-screen for OX1R antagonist project, cell-based, fluorescence, Fluo-8 calcium dye; parental CHO-K1, ATP-induced calcium, Fluo-8 fluorescence; inhibition, % at 5.6 µM; 330,000 compounds, 0.63% hits; AID 463079, 2010;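 active = inhibition above that plate's mean sample inhibition plus 3 SD, cut at about 26% in these data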;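 also: 0% = ATP-challenged DMSO wells and 100% = DMSO wells without ATP; some compounds past the cut are filed as inactive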
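Test system: untransfected parental CHO cell line. Compound: one dose, 5.6 µM nominal. Detection: intracellular calcium via Fluo-8 no-wash fluorescent dye. Measure: % inhibition. Benchmarks: ATP-challenged DMSO wells low, unchallenged DMSO wells high.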
V1R ag counter: agonists of human V1a receptor, primary screen, counter-screen for OXTR agonist project, fluorescence, CHO-V1R cells. 320,000 compounds, 0.25% hits. AID 2797, 2010. Vasopressin V1a receptor (Homo sapiens), P37288. Fluo-8 calcium fluorescence, agonist mode; 0% DMSO, 100% 3 nM vasopressin. activation, % at 3 µM;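 active = activation above the mean activation of all tested compounds plus 3 SD, per screening run, cut at about 20% in these data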;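 also: signal is peak over basal fluorescence ratio across a 100 second FLIPR read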
Target sequence (P37288 whole entry, looked up): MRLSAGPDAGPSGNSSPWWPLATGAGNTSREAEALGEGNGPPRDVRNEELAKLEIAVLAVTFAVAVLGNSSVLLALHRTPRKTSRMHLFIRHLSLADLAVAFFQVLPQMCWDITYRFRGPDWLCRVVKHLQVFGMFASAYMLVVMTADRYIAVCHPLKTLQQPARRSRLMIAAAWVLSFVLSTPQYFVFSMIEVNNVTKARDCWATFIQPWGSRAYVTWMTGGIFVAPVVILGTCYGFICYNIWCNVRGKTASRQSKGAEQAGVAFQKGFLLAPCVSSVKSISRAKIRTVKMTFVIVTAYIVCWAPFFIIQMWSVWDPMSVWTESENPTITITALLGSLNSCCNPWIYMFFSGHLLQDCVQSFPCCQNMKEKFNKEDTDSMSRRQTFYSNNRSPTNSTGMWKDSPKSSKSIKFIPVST
CHO-K1 Ca antag: M1 antagonist counterscreen hit in parental CHO-K1 cells | ATP-induced calcium, Fluo-8 fluorescence | inhibition, % at 3 µM | 360,000 compounds, 0.6% hits | AID 602250;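 active = inhibition above a per-plate cutoff, the plate's mean sample inhibition plus 3 SD, cut at about 24% in these data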;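 also: 0% = DMSO plus EC80 ATP and 100% = DMSO alone without ATP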
TAAR1 agonist: human TAAR1 agonists, primary screen, Fluo-8 calcium fluorescence, CHO RD-HGA16 cells | activation, % at 3 µM | 360,000 compounds, 0.99% hits | vehicle wells 0%, saturating PEA agonist 100% | AID 624467, 2012;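 active = activation above the mean activation of all test compounds in the run plus 3 SD, cut at about 38% in these data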
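Test system: RD-HGA16 (CHO) cells co-expressing Gα16 and hTAAR1; dosing: one-point dosing at 3 µM (nominal); timing: 17-24 h seeding, 75 min 37 °C dye, 30 min RT; signal: kinetic Fluo-8 calcium fluorescence; read-out basis: % activation relative to PEA EC100 response; controls: DMSO and PEA EC100; replicates: n 1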
CHRM1 agonist: human M1 muscarinic receptor agonists, primary screen, Fluo-8 calcium fluorescence, CHO-K1 cells, HTS; Muscarinic acetylcholine receptor M1 (Homo sapiens), P11229; CHO-K1 hM1, agonist mode; 0% DMSO, 100% acetylcholine EC100; activation, % at 3 µM; 360,000 compounds, 0.33% hits; AID 588814, 2011;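 active = activation above the run's mean compound activation plus 3 SD, cut at about 16% in these data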;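 also: peak over basal fluorescence ratio within a 140 s kinetic read after compound addition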
The depositor's hits bear a star; . = no result given.

compound,V1R ag counter,M1 PAM parental,CHO-K1 Ca antag,CHRM1 agonist,TAAR1 agonist,OXTR potentiator,TAAR1 antag,CHO parental Ca,CHO-K1 Ca ag
COC(=O)C1(O)CC(C(C)C)=NN1C(=O)c1ccccc1 (configuration not stated),-0.8,-3,-4,-7,2,5,-15,-7,0.0
CC1CCN(c2ccc(/C=N/n3nnnc3N)cc2[N+](=O)[O-])CC1,-0.2,6,-13,-2,25,-7,-4,1,0.2
CCOc1ccc(-c2nc(-c3ccncc3)no2)cc1OCC,-0.3,18,-13,-2,8,-9,0,-2,0.1
CC1(C)Cc2ccccc2-c2nnnn21,0.8,5,-20,-1,11,-5,-5,2,0.3
Cc1ccc(S(=O)(=O)N2CCN(S(=O)(=O)N3CCCCCC3)CC2)cc1,0.6,-10,0,1,4,-10,19,2,0.2
O=C(COC(=O)C1CCCCC1)NCCc1ccccc1,.,18,-7,-5,11,.,35,.,0.1
O=C(NNC(=O)c1ccccc1C(=O)O)c1ccc(O)cc1,1.7,-12,9,-3,10,-4,14,-7,0.3
CCCc1nc2ccc(C)cn2c1Cc1ccc(C)cc1,.,-6,-1,-2,0,.,10,.,0.7
CCN(C(=O)COC(=O)c1cc2c(s1)CCCC2)c1c(N)n(Cc2ccccc2)c(=O)[nH]c1=O,0.8,21,-11,-5,1,3,-10,-8,0.4
Cc1ccc(/C=N/NC(=O)C2(C)CC2(Br)Br)cc1 (configuration not stated),-1.4,8,6,-6,-2,-9,15,-12,-0.7
NC(=O)NC(=O)COC(=O)CC12CC3CC(CC(C3)C1)C2,0.7,14,-12,4,0,-12,-20,18,0.5
CCN(CC(=O)Nc1ccc(OC)cc1)C(=O)c1ccc(N2CCCC2=O)cc1,0.6,18,-2,-3,2,4,-6,-7,0.2
COc1cc(C(=O)OC2CCOC2=O)cc(Cl)c1OC (configuration not stated),1.6,-3,8,-1,-2,-6,2,-1,0.3
Cc1nc(Cl)c(Cl)n1CCOc1ccccc1,0.4,8,-6,-7,2,-13,-25,-5,1.4
CCOC(=O)C[C@H]1c2ccccc2S(=O)(=O)N1Cc1ccc(Cl)cc1,4.5,3,-16,-2,8,-12,9,-18,2.7

Looked up by structure from the list above, 2 records:
compound,V1R ag counter,M1 PAM parental,CHO-K1 Ca antag,CHRM1 agonist,TAAR1 agonist,OXTR potentiator,TAAR1 antag,CHO parental Ca,CHO-K1 Ca ag
CC1CCN(c2ccc(/C=N/n3nnnc3N)cc2[N+](=O)[O-])CC1,-0.2,6,-13,-2,25,-7,-4,1,0.2
CCN(CC(=O)Nc1ccc(OC)cc1)C(=O)c1ccc(N2CCCC2=O)cc1,0.6,18,-2,-3,2,4,-6,-7,0.2

Further compounds.
compound,V1R ag counter,M1 PAM parental,CHO-K1 Ca antag,CHRM1 agonist,TAAR1 agonist,OXTR potentiator,TAAR1 antag,CHO parental Ca,CHO-K1 Ca ag
O=C1[C@H]2[C@@H](c3ccc(F)cc3)N3C(=O)N(c4ccc(C(F)(F)F)cc4)C(=O)[C@@]3(Cc3ccccc3)[C@H]2C(=O)N1C1CCCCC1,0.7,16,-14,-3,0,-4,-21,-15,0.8
O=C(O)CNS(=O)(=O)c1ccc2[nH]c(=O)c(=O)[nH]c2c1,-0.1,-20,10,-1,5,6,-27,-12,-0.7
COc1ccc(Cl)cc1NC(=O)C(C)N(C)Cc1cccc(Cl)c1Cl (configuration not stated),0.3,13,1,-6,5,-3,5,9,0.6
CCc1ccc2nc(N(CCN(C)C)C(=O)/C=C/c3cccs3)sc2c1,2.8,24,0,-2,.,1,.,-5,1.4
CC(=O)NC1(C(F)(F)F)C(=O)Nc2c1c(=O)n(C)c(=O)n2C (configuration not stated),0.5,16,4,-3,4,-3,10,-4,0.3
Cc1ccc(C(C)C)c(OCc2nc(-c3nonc3N)no2)c1,0.0,-1,1,-4,1,-8,35,18,0.4
CC(C)NC(=O)N(C)C[C@@H]1OCc2cn(nn2)CCCC(=O)N([C@H](C)CO)C[C@H]1C,.,18,-10,-3,1,.,-1,.,1.4
O=C(CCN(NC(=O)c1ccccc1)C1=NS(=O)(=O)c2ccccc21)NC1CCCCC1,0.4,11,0,-6,4,-5,-12,-14,0.4
Cc1ccc(N(CN2CCCC2=O)C(=O)c2ccccc2)cc1,1.7,9,-7,-4,0,-7,-13,-2,-0.2
COC(=O)c1ccc(COc2ncnc3c(Cl)cc(Cl)cc23)o1,0.9,18,-4,-3,0,-11,0,-18,0.8
COc1ccc(CNC(=O)C(=O)c2cn(CC(=O)N3CCCC3)c3ccccc23)cc1,0.5,8,-8,-4,3,2,-35,-24,0.5
Clc1ccc(OCCCN2CCc3ccccc3C2)c(Br)c1,0.1,-7,3,-5,23,-2,-22,-28,0.4
Cc1cccc(C)c1-n1c(C)cc(/C=C2\C(=O)NN(c3ccccc3)C2=O)c1C,0.3,-8,4,4,38*,1,24,-11,-0.8
CCC1(C)NC(=O)N(CC(=O)c2cc(C)n(C3CC3)c2C)C1=O (configuration not stated),.,9,-10,-2,2,.,-3,.,4.5
CC(=O)c1cccc(NC(=O)C(C)OC(=O)CN2C(=O)NC(C)(C)C2=O)c1 (configuration not stated),0.9,10,0,2,1,-3,-8,0,-0.1
Cc1nnc(NN2CCOCC2)[nH]c1=O,0.7,-17,21,-2,5,-13,0,9,-0.2
Cc1cccc2c(=O)n(C(=O)c3ccccc3)c(N)nc12,.,0,-9,0,5,.,29,.,1.3
Cc1cc(C)nc(SC(C)C(=O)O)n1 (configuration not stated),0.7,14,-2,-3,0,5,0,-11,-0.2
O=C(CCS(=O)(=O)c1ccc(Br)s1)NC1CCCC1,1.1,13,-2,-3,1,2,-3,-19,-0.1
O=c1[nH]c(CN(CCO)CCO)nc2c1C1(CCCCC1)Cc1ccccc1-2,0.1,24,-7,-1,9,-2,-9,-17,0.0
Cc1ccc(S(=O)(=O)N2CCC(C(=O)OC(C)C(=O)NCc3ccc4c(c3)OCO4)CC2)cc1 (configuration not stated),1.6,11,-2,-5,11,-7,-1,-8,0.1
CC(C)(C)N(CC#CCC1(O)c2ccccc2-c2ccccc21)CCO,0.1,16,-7,-14,4,1,-18,-2,-0.2
Cc1ccc(S(=O)(=O)Nc2nc(N)n(-c3ccccc3)n2)cc1,-0.8,-6,7,-6,6,-3,3,5,1.0
Cc1cc2cc(CN(C(=O)C3CC3)C3CCCC3)c3nnnn3c2cc1C,-0.8,15,-5,-4,0,-19,3,-16,0.3
O=C(NCCCn1ccnc1)c1ccc2nccnc2c1,0.7,-7,-6,-1,0,-6,-20,2,0.8
Cc1ccc(C)c(-c2cc(C(=O)NNC(=S)NCC(C)C)c3ccccc3n2)c1,4.2,7,4,-5,8,-17,50*,-5,6.3
CCCCn1c(N)c(N(CC(C)C)C(=O)c2ccc(Br)o2)c(=O)[nH]c1=O,4.0,7,1,-2,0,-6,0,-15,0.1
CC(C)(C)c1ccc(C(=O)N2CCC(C(=O)c3ccccc3)CC2)cc1,-1.2,2,-15,-8,3,-19,4,25,0.0
COCCCNC(=S)NNC(=O)c1cc(-c2ccncc2)nc2ccccc12,-0.1,9,-6,-3,0,-1,9,10,1.5
COc1ccc2[nH]c(=O)c(CN(C(C)=O)c3ccc(C)cc3C)cc2c1,1.0,16,-6,-1,6,-15,17,-2,2.5
CC(=O)Nc1ccc(Nc2nc3ccccc3n3cnnc23)cc1,0.2,-15,0,-2,3,-6,-8,3,0.4
Cc1ccccc1NS(=O)(=O)c1ccc2[nH]cc(C(=O)N(C)Cc3ccco3)c(=O)c2c1,0.0,1,-3,-4,.,-18,.,-23,0.3
COc1cc2c(cc1OC)CN(C(=O)c1ccncc1)CC2,0.8,8,-16,-4,3,-10,-2,-5,1.6
Cc1cccc(C)c1NC(=O)CNC(=O)CNC(=O)c1ccc2c(c1)OCO2,1.1,-19,-6,0,1,3,-31,-11,0.2
C/C(=C\C(=O)c1ccc(C)cc1)Nc1cccc(O)c1,-0.6,-10,12,-2,5,0,3,-5,0.0
O=C/C(=C\Nc1ccc(C(=O)N2CCOCC2)cc1)c1nc2ccccc2o1,0.4,10,-11,-4,3,-11,-6,-23,3.8
O=C(COC(=O)c1ccc([N+](=O)[O-])o1)Nc1ccc2c(c1)OCO2,0.2,0,-7,-1,2,-3,-11,-10,0.8
Cc1cccnc1NC(=S)NCc1ccco1,4.2,-5,-6,-6,15,-14,-10,1,0.0
CCOc1ccccc1C(=O)N(C)Cc1cc2ccccc2[nH]c1=O,0.7,17,-13,-2,3,-7,-12,-26,1.8
COc1ccc(NC(=O)C(=O)NNC(=O)COc2ccc(OC)cc2)cc1,0.8,19,-25,-4,0,-4,-12,-4,0.7
CC(=O)Cc1cc2cc([N+](=O)[O-])ccc2oc1=O,0.3,-8,-4,-3,1,2,-13,-2,0.3
N=C(N)SCCc1cccc(CCSC(=N)N)c1,-0.1,18,-3,-7,1,-5,5,-6,0.6
COc1ccccc1N1CCN(S(=O)(=O)CCNC(=O)CC2CCCCC2)CC1,5.1,4,-9,2,9,-6,44,-5,11
CCOC(=O)Cn1c(=O)oc2cc(S(=O)(=O)NC(C)c3ccccc3)ccc21 (configuration not stated),0.9,18,-5,-8,3,-6,-8,-8,1.2
CCN(CC)CCN1C(=O)C(=O)/C(=C(/O)c2ccc(S(=O)(=O)N3CCOCC3)cc2)C1c1ccccc1 (configuration not stated),0.5,6,-3,-3,3,4,4,1,0.0
O=C(Nc1ccccc1)c1cc(C2CCCCN2C(=O)OCc2ccccc2)on1 (configuration not stated),.,8,-8,-3,4,.,-28,.,0.4
O=C(CSc1nnnn1-c1ccc(O)cc1)NC1CCCCC1,2.4,12,-13,0,2,-5,9,14,2.8
C=CCn1c(NCc2ccc(OC)cc2O)nc2ccccc21,3.5,5,-6,-1,2,-6,13,-13,2.5

Outcome played no part in choosing rows; overall some 3.3% were active at least once.
